EBV gp42 inh: inhibitors of Epstein-Barr virus glycoprotein 42; 220,000 tested, 0.42% active; inhibition, % (tested at 21.74 µM); Q1HVG2; AID 1085; Fluorescence polarization binding assay, mP read-out; in the data active = inhibition above about 50%
NCF1 inh: p47phox (human) inhibition; P14598; p47phox/p22phox peptide binding, fluorescence polarization, 2 h; inhibition, % at 24.7 µM; 220,000 tested, 0.53% active;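 active = inhibition above about 30%, limit read from the data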;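 also: 0% = p47phox with labelled peptide and 100% = labelled peptide alone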
Tb hexokinase: T. brucei hexokinase 1 inhibition; recombinant TbHK1, G6PDH-coupled NADH A340; inhibition, % at 10 µM; 220,000 tested, 0.11% active; AID 1430;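 active = inhibition of 50% or more in the single-dose primary screen; inactive = inhibition below 50%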
RBBP9 inh: blocks human serine hydrolase RBBP9 | O75884 | recombinant RBBP9, FP-Rh probe fluorescence polarization | inhibition, % at 7.94 µM | 220,000 tested, 0.2% active | AID 1515;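 active = inhibition above the campaign mean of all tested compounds plus 3 SD, cut at about 14% in these data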;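 also: plate controls were DMSO wells with RBBP9 for no effect and wells lacking RBBP9 protein for full effect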
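Assay system: recombinant human RBBP9; Reagent: Serine-hydrolase probe FP-Rh, 375 nM pre-mixing; Doses: 7.94 µM single dose, 0.794% DMSO; Incubation: 30 min then 45 min, 25 °C; Detection: fluorescence polarization (mP), excitation 525 nm, emission 598 nm; Evaluation: percent inhibition from mP, scaled between DMSO and no-protein wells.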
Runt-SMMHC FRET: Runt domain-CBFb-SMMHC interaction inhibition. Cerulean-Runt/Venus-CBFb-SMMHC FRET ratio 530/480, 1 h. inhibition, % at 20 µM. 220,000 tested, 0.74% active. AID 1434;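 active = mean inhibition across duplicate retests at 20 µM reaching about 50%, limit read from the data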;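 also: 0% = DMSO wells and 100% = wells with excess untagged CBFb-SMMHC; inhibitors lower the FRET ratio by blocking Runt binding to CBFb-SMMHC; some results filed as inactive read as strong as hits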
Calpain2 inh: calpain II (pig) inhibition. 220,000 tested, 0.37% active. purified calpain II, fluorogenic peptide substrate, 30 min. AID 1236. inhibition, % at 16 µM;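 active = inhibition above about 50%, limit read from the data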
Runt-CBFb FRET: Runt domain-CBFb interaction inhibition; 220,000 tested, 0.46% active; Q01196+Q13951; Cerulean-Runt/Venus-CBFb FRET ratio 530/480, 1 h; inhibition, % at 20 µM; AID 1496;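 active = inhibition over about 50% at 20 µM in the single-dose screen, limit read from the data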;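 also: 0% = DMSO wells and 100% = excess unlabeled CBFb competitor control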
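Buffer or medium: Tris pH 7.5 buffer with BSA. Assay system: Cerulean-labeled Runt domain protein. Amount: each fluorescent fusion protein 100 nM. Read-out basis: loss of energy transfer signal. Incubation: 1 h compound exposure, room temperature. Probe or stimulus: Venus-CBFb binding partner, 100 nM. Detection: FRET, excitation 422 nm, emission at 530 and 480 nm.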
Furin inh: human furin inhibition; AID 463115; inhibition, % at 30 µM; 220,000 tested, 0.061% active; purified furin, fluorogenic substrate cleavage; P09958; in the data active = inhibition above about 25%; also: inactives centre near -15
p97 inhibitor: inhibitors of human p97 ATPase | 220,000 tested, 0.42% active | AID 1481 | inhibition, % at 8 µM | recombinant p97 ATPase, Kinase-Glo ATP luminescence, 3 h; in the data active = inhibition above about 15%;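 also: 0% = DMSO vehicle and 100% = wells lacking enzyme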
Target sequence (P55072 whole entry, looked up): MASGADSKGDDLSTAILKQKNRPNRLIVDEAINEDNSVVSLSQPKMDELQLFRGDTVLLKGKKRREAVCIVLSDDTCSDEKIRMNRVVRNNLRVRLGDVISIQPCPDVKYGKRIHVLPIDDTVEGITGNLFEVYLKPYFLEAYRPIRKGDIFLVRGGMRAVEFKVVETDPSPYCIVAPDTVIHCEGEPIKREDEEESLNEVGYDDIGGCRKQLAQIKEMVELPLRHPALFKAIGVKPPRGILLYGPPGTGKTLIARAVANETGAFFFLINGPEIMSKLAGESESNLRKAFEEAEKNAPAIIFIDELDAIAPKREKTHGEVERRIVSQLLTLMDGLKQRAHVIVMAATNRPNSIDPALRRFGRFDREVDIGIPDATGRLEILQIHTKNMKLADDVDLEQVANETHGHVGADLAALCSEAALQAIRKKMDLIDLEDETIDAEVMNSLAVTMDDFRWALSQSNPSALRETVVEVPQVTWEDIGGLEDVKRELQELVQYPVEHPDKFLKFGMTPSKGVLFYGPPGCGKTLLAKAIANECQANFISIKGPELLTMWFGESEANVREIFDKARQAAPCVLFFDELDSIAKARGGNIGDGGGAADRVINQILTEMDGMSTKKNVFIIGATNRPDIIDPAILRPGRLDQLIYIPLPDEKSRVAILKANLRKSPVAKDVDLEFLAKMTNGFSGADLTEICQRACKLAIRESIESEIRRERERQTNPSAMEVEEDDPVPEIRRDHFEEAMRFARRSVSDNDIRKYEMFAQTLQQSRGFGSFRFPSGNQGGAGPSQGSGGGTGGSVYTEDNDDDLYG
* marks the source's active call; other numbers are inactive results; / = not tested or not shown; [ ] = remark or other dose.

The first 6 entries, to show the layout:
SMILES	EBV gp42 inh	NCF1 inh	Tb hexokinase	RBBP9 inh	Runt-SMMHC FRET	Calpain2 inh	Runt-CBFb FRET	Furin inh	p97 inhibitor
CCOCCCNC(=S)Nc1ccc2nc3n(c(=O)c2c1)CCCCC3	-8	-5	-1	1	-3	12	2	-26	7
O=[N+]([O-])c1cccc(/C=C/c2nc3ccc([N+](=O)[O-])cc3[nH]2)c1	26	-24	-20	-4	0	-100	-1	-3[20 µM]	5
CC(=O)C1=C(O)C(=O)N(CCc2c[nH]c3ccccc23)C1c1ccco1 (stereo not given)	-14	-13	-18	0	6	-32	10	-19[20 µM]	-1
O=C(COC(=O)c1ccc(S(=O)(=O)NCc2ccco2)cc1)Nc1ccccc1OC(F)F	-29	-6	3	1	2	1	0	-9	6
CN(CCc1ccccn1)C(=O)CCC1CCCN(C(=O)c2ccsc2)C1 (stereo not given)	-7	2	-5	-1	-2	-6	0	-30	2
CCc1ccccc1NC(=S)N(CCCN1CCOCC1)Cc1ccccn1	3	-19	2	-8	1	12	1	3	-2

The listing (from the top)
SMILES	EBV gp42 inh	NCF1 inh	Tb hexokinase	RBBP9 inh	Runt-SMMHC FRET	Calpain2 inh	Runt-CBFb FRET	Furin inh	p97 inhibitor
CCOCCCNC(=S)Nc1ccc2nc3n(c(=O)c2c1)CCCCC3	-8	-5	-1	1	-3	12	2	-26	7
O=[N+]([O-])c1cccc(/C=C/c2nc3ccc([N+](=O)[O-])cc3[nH]2)c1	26	-24	-20	-4	0	-100	-1	-3[20 µM]	5
CC(=O)C1=C(O)C(=O)N(CCc2c[nH]c3ccccc23)C1c1ccco1 (stereo not given)	-14	-13	-18	0	6	-32	10	-19[20 µM]	-1
O=C(COC(=O)c1ccc(S(=O)(=O)NCc2ccco2)cc1)Nc1ccccc1OC(F)F	-29	-6	3	1	2	1	0	-9	6
CN(CCc1ccccn1)C(=O)CCC1CCCN(C(=O)c2ccsc2)C1 (stereo not given)	-7	2	-5	-1	-2	-6	0	-30	2
CCc1ccccc1NC(=S)N(CCCN1CCOCC1)Cc1ccccn1	3	-19	2	-8	1	12	1	3	-2
O=C(c1cnsn1)N1CCC(CO)(Cc2cccc(F)c2)CC1	-3	1	2	-2	-1	-18	2	-28	2
Cc1cccc(C(=O)O/N=C2/CC3CCC2(C)C3(C)C)c1 (stereo not given)	-5	4	2	3	5	-3	-6	-26[20 µM]	-3
O=c1[nH]c(CN2CCN(S(=O)(=O)c3cccs3)CC2)nc2c(Br)cc(Br)cc12	-25	-43	-2	1	-5	-23	-1	-9	5
O=[N+]([O-])c1ccc(-n2nnnc2CN2CCCCC2)cc1	-16	-4	9	-4	/	30	/	-14	-3
Cc1cc(C)c(C)c(S(=O)(=O)Nc2ccc(C(N)=O)cc2)c1C	-13	-3	1	-11	-2	-10	0	-22	4
COC(=O)CSc1n[nH]c(-c2ccncc2)n1	-8	-3	-2	-6	-1	-37	0	-7[20 µM]	-7
Cc1cc(C(=O)OCC(=O)NC2CCS(=O)(=O)C2)c(C)n1-c1ccccc1 (stereo not given)	3	9	1	-7	-6	7	-1	-13	5
NC(=O)c1ccsc1NC(=O)C1CC1	-10	5	-13	/	-2	-20	0	-31	/
Cc1nc2ccccc2c(=O)n1NC(=O)c1ccco1	-15	-1	7	2	-2	9	0	-20[20 µM]	1
O=C(c1ccccc1)c1ccc(OCCCN2CCCC2)cc1	-2	-14	-2	5	5	2	-1	-24	-1
Cc1ccc(CN2CCN(/N=C/c3ccccc3)CC2)cc1	-3	-4	5	-2	0	3	-2	-12	-6
C=CCN(CC=C)S(=O)(=O)c1ccc2nc(NC(=O)C(C)C)sc2c1	-12	-7	0	-5	2	36	-1	-15[20 µM]	-1
Cc1nn(-c2ccc(Cl)c(Cl)c2)c(=O)c2ccccc12	-9	-12	9	-6	-9	-8	/	-30[20 µM]	0
O=C(NN1C(=O)C2C3c4ccccc4C(c4ccccc43)[C@@H]2C1=O)c1ccccc1 (stereo not given in full)	-12	-11	4	-1	-6	-3	2	-24	5
COc1ccccc1NC(=O)Nc1ccccc1C(=O)NCCCN1CCOCC1	-17	-1	-2	-6	-2	16	2	-2	-2
CC(C)OP(=O)(c1ccccc1)c1ccccc1	-9	8	2	0	2	11	2	-10	3
COc1ccc(C(=O)C2CCCN(Cc3ccc4nonc4c3)C2)cc1F (stereo not given)	-6	-17	1	-6	2	-13	1	-19	3
CSCC[C@H](NC(=O)OC(C)(C)C)C(=O)N/N=C/c1cc2ccc(C)cc2nc1Cl	1	-14	-15	-8	1	-92	-5	-14	2
N#Cc1c(NC(=O)CSc2nnnn2C2CCCCC2)sc2c1CCCC2	-12	-1	-1	4	0	24	-3	-13	3
O=C(CC1C(=O)NCCN1Cc1c(F)cccc1Cl)NCCCn1ccnc1 (stereo not given)	-20	-4	1	-7	-3	-11	1	-16	7
Cc1ccc(CNc2cnn(C34CC5CC(CC(C5)C3)C4)c(=O)c2Cl)cc1	21	-13	-5	-10	-2	10	0	-14	8
N#Cc1c(NC(=O)COC(=O)c2ccc(F)cc2)sc2c1CCC2	-10	-20	-4	-6	2	13	0	-10[20 µM]	2
Cc1cccc(N2CCN(C(=O)Cc3ccc(-n4c(=O)[nH]c5ccsc5c4=O)cc3)CC2)c1C	13	-22	-8	-10	-3	-32	-1	-17	2
O=C(Nc1ccc2c(c1)CCC2)c1ccccc1F	-13	-2	-1	-3	1	8	1	-29	0
COC(=O)C1=C(C)NC(=S)N(C(C)=O)C1c1ccc(OC)c(OC)c1 (stereo not given)	0	-10	-29	-10	1	-1	-2	-9	-3
O=C(COC(=O)CCS(=O)(=O)c1ccc(Cl)cc1)NC1CCCCC1	-12	4	-9	3	-4	7	2	-18[20 µM]	-1
Cc1ccc(C(=O)/C=C/c2ccc3c(c2)OCO3)o1	-1	-75	-29	-2	-40	-47	-2	-7[20 µM]	-4
COc1cccc(N(CC(=O)NCCSc2ccccc2)S(C)(=O)=O)c1	-24	-2	2	-4	-2	8	19	-3[20 µM]	-9
COc1ccc(NC(=O)Cc2ccc(Cl)cc2Cl)cn1	-3	-4	3	-4	1	5	-1	-27	1
CC1(C)Cc2nc3[nH]c(=S)[nH]c(=O)c3cc2CO1	-12	-15	-31	1	5	-3	1	1	5
CCn1c(=O)c(C(=O)CN(C)Cc2cccc(OC)c2OC)c(N)n(Cc2ccccc2)c1=O	-10	-7	-2	3	-7	-8	1	-3[20 µM]	2
CCCCc1c(C)nc2ccc(C(=O)OCC)cc2c1Cl	5	-5	-5	-9	-10	-17	-10	-11	3
CC(NC(=O)c1noc2c1CCCCC2)c1ccccc1 (stereo not given)	-8	-11	1	-2	-4	15	-1	-19	-1
COCCSc1nnc(-c2cccc(C#N)c2)n1C	-14	-1	-3	11	1	7	3	2	4
Cc1ccc([N+](=O)[O-])cc1S(=O)(=O)n1ccnc1C	-9	-1	-1	-6	/	-14	/	-24	5
Cc1nnc(SCc2ccc(Cl)cc2Cl)[nH]c1=O	-19	-6	-2	-4	-1	-2	1	-19	4
Cc1cc(NC(=O)c2cccc([N+](=O)[O-])c2)n(-c2ccccc2)n1	3	4	-10	-8	2	-5	0	-15	-7
CCO[C@@H]1OC(C(=O)N2CCCCCCC2)=C[C@H](C2CCCCC2)[C@H]1CCCO	2	/	2	-2	-5	25	-3	-13	-2
COc1ccccc1-c1nnc(SCC(=O)NCc2c(C)c(Cl)cc(C(C)C)c2O)o1	6	6	-7	-9	5	51*	-3	-31[20 µM]	0
Cc1cccc2cc(CNC3CCCC3)c(Cl)nc12	-18	-9	3	-12	-3	-39	1	-23	6
COc1cc(/C=N\NC(=O)CN2CCOCC2)ccc1OCC(=O)Nc1ccc(C)c(C)c1	-12	-26	-12	2	-10	-44	-2	-16[20 µM]	-5
CC(NC(=O)c1ccc(OC2CCN(S(=O)(=O)N(C)C)CC2)cc1)C1CC1 (stereo not given)	-16	-3	5	-8	0	44	-2	-23	-9
COc1cc2c(cc1OC)/C(=C/C(=O)N1CCOCC1)NC(C)(C)C2	-11	-14	-23	-6	0	-438	50	-38	3
O=C(c1ccccc1)c1ccc(OCC(O)CN2CCCCC2)cc1 (stereo not given)	-7	-14	0	-8	-1	19	0	-18[20 µM]	-6
CCC(c1nnnn1CCc1ccccc1)N1CCN(c2ccc(OC)cc2)CC1 (stereo not given)	-17	-3	5	-15	2	-14	-2	3	-7
S=C(Nc1ccc(Br)cc1Cl)NC1CCN(Cc2ccccc2)CC1	5	-13	5	-13	3	-19	-1	-18	1
Oc1ccccc1N1CCN(CC(O)COCc2ccccc2Cl)CC1 (stereo not given)	-7	1	2	-10	4	-17	-1	-20	-3
Cc1cc(C(=O)Cn2nnc3ccccc3c2=O)c(C)n1-c1c(C)n(C)n(-c2ccccc2)c1=O	2	-9	-2	-7	1	-24	-2	-10	-3
COc1cc(/C=C2/C(=O)NN(c3cccc(C)c3)C2=O)ccc1OC(=O)c1ccco1	-13	-11	-9	-4	1	-12	-4	-15	6
CC1CCCN1CC#CC(O)(c1ccccc1)c1ccccc1 (stereo not given)	-19	-4	-5	-1	0	-4	-1	-14	1

Copied from the list:
EBV gp42 inh, CSCC[C@H](NC(=O)OC(C)(C)C)C(=O)N/N=C/c1cc2ccc(C)cc2nc1Cl stands at 1
EBV gp42 inh, COc1cc(/C=C2/C(=O)NN(c3cccc(C)c3)C2=O)ccc1OC(=O)c1ccco1 stands at -13
